AmpC no deterg – qHTS Inhibitors of AmpC Beta-Lactamase (assay without detergent). P00811. 0.52% of 330,000 active. Potency, µM (titrated, usually from 57.1 µM), for inactives: at the highest dose activity change, negative = inhibition, hits mostly inhibitors. AmpC nitrocefin hydrolysis, absorbance 480 nm, 0.0001% Triton. AID 485341, 2010;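 note: potency is the fitted concentration of half-maximal effect; plate controls were no compound for no effect and no enzyme for full effect; nearly all actives have a fitted effect of over 20% in size; some results filed as inactive show a strong effect at the top dose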
Target sequence (P00811 whole entry, looked up): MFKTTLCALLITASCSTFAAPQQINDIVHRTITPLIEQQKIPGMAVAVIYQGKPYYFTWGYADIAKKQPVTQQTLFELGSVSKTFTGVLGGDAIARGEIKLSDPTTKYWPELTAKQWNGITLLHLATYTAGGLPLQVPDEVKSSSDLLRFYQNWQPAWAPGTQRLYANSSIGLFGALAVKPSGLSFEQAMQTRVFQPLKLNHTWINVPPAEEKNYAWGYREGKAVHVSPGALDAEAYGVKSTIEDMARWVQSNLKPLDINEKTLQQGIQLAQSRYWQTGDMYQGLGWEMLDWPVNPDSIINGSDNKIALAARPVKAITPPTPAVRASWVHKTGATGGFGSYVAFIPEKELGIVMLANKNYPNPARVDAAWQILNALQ
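AmpC (5.3 nM in the dispensed reagent) in 20 mM phosphate pH 7.0 with 0.01% (detergent screen) or 0.0001% Triton X-100 was preincubated with compounds for 15 min at room temperature. Nitrocefin was then added from an 800 uM solution, and hydrolysis was followed at 480 nm.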
Sm TGR block – qHTS Assay for the Inhibitors of Schistosoma Mansoni Peroxiredoxins. Potency, µM (doses to about 114 µM), without a hit: at the top dose activity change, negative = inhibition, usual class: inhibitors. purified TGR, DTNB reduction, TNB absorbance 405 nm. 3% of 360,000 active; note: potency is the fitted concentration of half-maximal effect; nearly all actives have a fitted effect of over 60% in size
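TGR 20 nM + NADPH 100 uM (dispensed conc.), cpd preinc 15 min RT; start with NADPH (500 uM addition) then DTNB (15 mM addition). Kinetic TNB absorbance, 405 nm filter. Four-parameter Hill fit across titration.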
HCMV antiviral – qHTS Assay for inhibitors of the human cytomegalovirus (HCMV) | HFF cells, HCMV-luciferase reporter, 72 h; active compounds read low | activity change, negative = inhibition, % at 57.5 µM | 4.5% of 410,000 active; in the data active = activity change below about -60%; inconclusive = no clear call, values can overlap the other calls; inactive = above about -39%
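Compounds were evaluated in HFFs infected with an HCMV luciferase reporter virus (MOI 1 PFU/cell). Luciferase in lysates collected 72 h post infection served as the replication measure.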
LmPK inh – qHTS Assay for Inhibitors of Leishmania Mexicana Pyruvate Kinase (LmPK). Q27686. purified LmPK, Kinase-Glo ATP luminescence, 1 h. Potency, µM (highest dose often 57.5 µM), for the others: at the highest dose activity change, negative = inhibition, usual class: inhibitors. 0.37% of 290,000 active. AID 1721, 2009; note: potency is the fitted concentration of half-maximal effect
Target sequence (Q27686 whole entry, looked up): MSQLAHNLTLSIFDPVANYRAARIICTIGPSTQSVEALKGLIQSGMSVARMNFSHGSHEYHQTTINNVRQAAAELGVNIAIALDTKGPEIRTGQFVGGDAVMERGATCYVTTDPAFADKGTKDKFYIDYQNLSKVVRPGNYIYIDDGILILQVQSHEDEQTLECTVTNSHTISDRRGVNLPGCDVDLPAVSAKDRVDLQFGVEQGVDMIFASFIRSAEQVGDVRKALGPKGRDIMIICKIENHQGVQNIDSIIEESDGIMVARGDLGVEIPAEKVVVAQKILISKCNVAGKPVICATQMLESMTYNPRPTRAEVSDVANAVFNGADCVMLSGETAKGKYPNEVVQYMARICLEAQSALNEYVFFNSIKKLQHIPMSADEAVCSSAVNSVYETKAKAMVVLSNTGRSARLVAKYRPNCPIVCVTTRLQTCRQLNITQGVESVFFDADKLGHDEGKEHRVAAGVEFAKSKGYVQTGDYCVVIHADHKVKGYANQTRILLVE
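Purified LmPK (0.1 nM) with 0.5 mM PEP and 0.1 mM ADP in imidazole buffer pH 7.2 with MgCl2/KCl, 1 h at room temperature. ATP formed was read by luciferase luminescence and normalized to no-enzyme and uninhibited controls.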
AMA1 RON2 block – qHTS for Inhibitors of AMA1-RON; Towards Development of Antimalarial Drug Lead: Primary Screen; Plasmodium falciparum AMA1 (3D7) - RON2 peptide interaction; AlphaScreen AMA1-biotinylated RON2 peptide binding; Potency, µM (top dose mostly 58.2 µM), for the others: top-dose activity change, negative = inhibition, actives largely listed as inhibitors; 0.2% of 360,000 active;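 note: potency is the fitted concentration of half-maximal effect; 0% = vehicle wells and -100% = peptide control; nearly all actives have a fitted effect of over 45% in size; some results filed as inactive show a strong effect at the top dose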
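AMA1 (3D7) with his tag at 25 nM final met compounds first, then biotinylated RON2 peptide at 25 nM; detection used donor plus acceptor beads, 10 µg/mL apiece, read by AlphaScreen after 30 min at room temperature.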
TbPYK inhibitor – qHTS of Trypanosoma Brucei Inhibitors | TbPYK enzyme, Kinase-Glo Plus ATP luminescence, 45 min | 0.12% of 410,000 active | pyruvate kinase (Trypanosoma brucei), Q57TT1 | AID 624173, 2012 | Potency, µM (doses to about 76.8 µM), inactives show at the top dose activity, negative = inhibition, usual class: inhibitors; note: potency is the fitted concentration of half-maximal effect; nearly all actives have a fitted effect of over 50% in size
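Luminescent Kinase-Glo Plus end-point after 45 min room-temperature reaction of T. brucei pyruvate kinase started with 130 uM ADP (final). Buffer TEA 50 mM pH 7.2 with KCl, MgCl2, BSA, Tween-20; titration-based qHTS with fitted concentration-effect curves.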
AmpC inh detg – qHTS Inhibitors of AmpC Beta-Lactamase (assay with detergent) | P00811 | AmpC hydrolysis of nitrocefin, absorbance 480 nm, 0.01% Triton | Potency, µM (top dose mostly 114 µM), for the others: top-dose activity change, negative = inhibition, hits mostly inhibitors | 0.041% of 370,000 active;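 note: potency is the fitted concentration of half-maximal effect; 0% = no-compound wells and -100% = no-enzyme wells; nearly all actives have a fitted effect of over 25% in size; some results filed as inactive show a strong effect at the top dose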
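AmpC (5.3 nM in the dispensed reagent) in 20 mM phosphate pH 7.0 with 0.01% (detergent screen) or 0.0001% Triton X-100 was preincubated with compounds for 15 min at room temperature. Nitrocefin was then added from an 800 uM solution, and hydrolysis was followed at 480 nm.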
The depositor's hits bear a star; u = inconclusive; x = no result given; [ ] = remark or other dose. Unless noted, calls come from the whole dose curve; as a rule, active = well fitted curve in the direction sought with a large enough effect; inconclusive = small, poorly fitted or top-dose-only effect, or another doubt; inactive = no such curve, though single readings can be large; an effect the other way counts as inactive or inconclusive. Unless noted, % is set by controls: 0 for no effect and ±100 for the full control effect. Not a hit list (roughly 7.4% active in at least one column).

Molecule | AmpC no deterg | Sm TGR block | HCMV antiviral | LmPK inh | AMA1 RON2 block | TbPYK inhibitor | AmpC inh detg
CC1(C)Oc2ccc3ccc(=O)oc3c2C(N2CCCCC2)C1O (centres undefined) | 99.4%[activator] | 35.5µM* | 0.7 | -11.0% | 40.3%[activator] | -0.5% | u
COC1=C(Nc2ccc(OC)cc2)C(=O)c2ccccc2C1=O | -22.1% | -1.0% | 6.4 | -17.2% | 12.6µM* | -9.0% | -7.7%
CCCC(=O)Nc1nc(C)c(-c2csc(Nc3cc(OC)ccc3OC)n2)s1 | -12.3% | -24.3% | -24.3 | 0.2% | 28.6% | -6.2% | -7.9%
CC(=O)N1CCC(C(=O)OCc2ccc(Cl)cc2)(c2ccccc2)CC1 | 146.8%[activator] | -8.8% | 7.8 | 6.4% | -15.9% | 2.3% | -6.9%
COc1ccc(Cn2c(N)c(C(=O)NCc3ccco3)c3nc4ccccc4nc32)cc1OC | 129.6%[activator] | 35.5µM* | 10.2 | 4.7% | 37.0%[activator] | -12.3% | u
Cc1cc(Cl)ccc1NC(=S)NCc1ccc(F)cc1 | -21.5% | 13.1% | -21.6 | -1.8% | 15.6% | -1.7% | 1.4%
COc1ccc(-n2c(=O)cc(N3CCc4ccccc43)[nH]c2=O)cc1 | -20.2% | 0.6% | 27.4 | 3.6% | -5.8% | 7.1% | 1.0%
Cc1cc(C(=O)OCC(=O)N2CCc3ccccc32)c(C)o1 | -22.2% | 8.0% | -20.1 | -0.2% | 33.7%[activator] | 4.4% | u
COc1ccc(Cl)cc1NC(=O)C1CCN(C(=O)C2CC(=O)N(c3ccc(C)cc3)C2)CC1 (centres undefined) | 165.0%[activator] | -17.8% | -28.2 | -8.4% | -4.6% | -8.0% | -11.5%
O=C1c2ccccc2C(=O)N1COc1ccc(S(=O)(=O)N2CCOCC2)cc1[N+](=O)[O-] | 14.0% | u | 18.5 | 3.6% | -9.2% | 7.5% | u
O=C(CN1C(=O)NC2(CCc3ccccc32)C1=O)c1cccs1 (centres undefined) | -20.0% | x | -4.5 | x | -0.3% | 3.0% | x
Cc1ccc2cccc(SCC(=O)Nc3ccc(F)cc3)c2n1 | -23.1% | -3.9% | u | -2.3% | 7.4% | 0.7% | -6.2%
C=CCn1c(O)c(C(C)=NC2CCN(Cc3ccccc3)CC2)c(=O)[nH]c1=O | -36.1% | -8.0% | 95.6 | 4.0% | -5.6% | -0.2% | -3.8%
CCOC(=O)Nc1ccc(NS(=O)(=O)c2ccc(C)cc2)cc1 | -31.8% | -22.3% | 56.3 | 2.3% | -13.6% | 4.9% | -9.3%
O=C(Nc1scc(-c2cccs2)c1C(=O)O)c1cccs1 | -6.1% | 0.7% | 30.0 | u | -8.3% | -15.8% | u
O=S(=O)(NCCS(=O)(=O)N1CCN(c2ccccc2)CC1)c1ccc(F)cc1 | -21.9% | 1.0% | -36.2 | x | -0.7% | -6.5% | u
CC(C)CC(=O)Nc1nc2nc(-c3ccccc3)cc(=O)n2[nH]1 | x | 2.3% | -4.2 | x | x | -0.5% | -0.2%
O=c1c2ccccc2nc(/C=C\c2ccc(F)cc2)n1-c1ccccc1F | x | 3.8% | -13.6 | x | x | 1.1% | 7.6%
COc1ccc(NC(=O)CC2C(=O)N(C)C(=S)N2CCc2ccc(F)cc2)cc1 (centres undefined) | -10.0% | -0.7% | -26.4 | -1.0% | -14.6% | -8.5% | 4.1%
Cc1ccc(C(=O)N(Cc2cccs2)C2CCS(=O)(=O)C2)cc1 (centres undefined) | -6.5% | 2.8% | 9.6 | -0.4% | 25.2% | 5.2% | -5.4%
CN(C)S(=O)(=O)Oc1ccsc1C(=O)Nc1ccccc1Cl | -16.8% | -5.9% | -13.0 | -0.6% | 13.9% | 0.2% | -0.2%
O=C(CN(Cc1ccc(F)cc1)C(=O)c1csnn1)NCc1ccccc1 | -18.8% | -5.2% | -20.4 | 9.9% | -11.6% | -5.3% | u
CC1(C)Cc2c(c(N3CCOCC3)nc3sc4c(NCCN5CCOCC5)nnnc4c23)CS1 | 78.3%[activator] | 5.7% | 4.5 | 2.9% | -2.4% | -27.3% | 4.0%
CCOc1ccccc1NC(=O)C(=O)CC(=O)c1cccc(OC)c1 | -23.4% | 3.2% | -23.8 | 4.8% | 50.9%[activator] | 3.3% | -11.5%
Cc1cc(C)c(S(=O)(=O)NCc2ccc3c(c2)OCO3)c(C)c1 | -29.9% | 6.5% | -1.6 | 3.0% | -1.8% | -3.0% | u
C=CCNC(=O)c1csc(-c2ccccc2)n1 | -25.3% | 6.5% | -0.2 | -3.0% | 8.6% | -4.6% | 3.5%
COc1cc(CN2CCN(C(=O)c3cccc4ccccc34)CC2)cc(OC)c1OC | 92.7%[activator] | -12.2% | 15.3 | 5.4% | -24.4% | 4.4% | -5.4%
COc1ccccc1Sc1nc(-c2ccccc2)ncc1OC | -3.4% | 8.0% | u | 18.5% | -15.6% | -3.0% | -12.4%
CCCS(=O)(=O)NC(=O)C1(C)CCN(C(=O)c2ccnc(Cl)c2)C1 (centres undefined) | x | x | -6.9 | x | 4.3% | 5.6% | x
COCCCn1c(SCC(=O)Nc2cccc(C(=O)OC)c2)nnc1-c1ccncc1 | 1.3% | 4.6% | -21.8 | -4.1% | 9.6% | -0.3% | u
COc1cccc(S(=O)(=O)N(C)C[C@@H]2OCc3cnnn3CCCC(=O)N([C@H](C)CO)C[C@H]2C)c1 | x | x | -8.6 | x | 6.4% | 3.7% | x
O=C(CSc1ccc(Cl)cc1)N1N=CCC1c1ccccc1 (centres undefined) | -17.2% | 4.2% | u | 9.7% | 6.3% | -4.4% | -5.7%
C[C@@H]1CN([C@H](C)CO)C(=O)CCCn2nncc2CO[C@H]1CN(C)S(=O)(=O)c1cccc(C#N)c1 | x | x | -9.1 | x | 7.9% | 0.2% | x
COc1ccc(C(=S)N2CCOCC2)cc1OC(=O)c1cc([N+](=O)[O-])c(C)c([N+](=O)[O-])c1 | -13.9% | 0.4% | 31.0 | -0.9% | -1.0% | 3.9% | -1.2%
CCOC(=O)N1CCN(Cc2nc3cc(NC(=O)c4cccs4)ccc3n2C)CC1 | -0.3% | 2.7% | u | -0.9% | -4.1% | -6.3% | 1.6%
CCOC(=O)c1c(C)[nH]c(C(=O)COC(=O)CNC(=O)c2ccc(Cl)cc2)c1C | -25.8% | -4.9% | 8.8 | 0.0% | 3.3% | -7.8% | -3.7%
Cc1ccc(OCc2ccccc2Br)c([N+](=O)[O-])n1 | -27.8% | -12.4% | 39.0 | -0.3% | -13.6% | 2.0% | -8.3%
CCc1ccccc1N(C(=O)c1ccco1)C(C(=O)NC1CCCC1)c1cccnc1 (centres undefined) | 23.4% | -7.4% | 1.5 | 13.4% | 20.9% | 2.2% | -6.0%
COc1cccc(NC(=O)CSc2nc3c(c(=O)n2C)SC(C)C3)c1 (centres undefined) | -28.7% | -11.7% | 0.5 | -0.1% | -1.5% | 0.7% | -6.8%
CCN(CC(O)COCc1ccc(Cl)cc1)C1CCCCC1 (centres undefined) | -4.0% | -1.2% | -13.3 | -7.1% | 0.0% | 2.9% | -0.2%

Some values from the entries so far.
COCCCn1c(SCC(=O)Nc2cccc(C(=O)OC)c2)nnc1-c1ccncc1 in AmpC no deterg is listed with 1.3%
COc1ccc(C(=S)N2CCOCC2)cc1OC(=O)c1cc([N+](=O)[O-])c(C)c([N+](=O)[O-])c1 in AMA1 RON2 block is listed with -1.0%
COc1cccc(S(=O)(=O)N(C)C[C@@H]2OCc3cnnn3CCCC(=O)N([C@H](C)CO)C[C@H]2C)c1 in HCMV antiviral is listed with -8.6

(more compounds)
Molecule | AmpC no deterg | Sm TGR block | HCMV antiviral | LmPK inh | AMA1 RON2 block | TbPYK inhibitor | AmpC inh detg
COc1ccccc1C(=O)COC(=O)CNC(=O)c1ccc(Br)o1 | -4.2% | u | 21.5 | x | -5.3% | -5.3% | u
CCC(=O)Nc1cccc(C2=NOC3(C2)C[C@@H](C(N)=O)N(C(=O)COc2ccc(Cl)cc2)C3)c1 (some centres undefined) | 83.1%[activator] | 2.1% | 29.2 | -0.7% | -5.3% | -11.8% | -4.6%
Cc1noc(C)c1S(=O)(=O)N1CCC(C(=O)N2CCC(N3CCCCC3)CC2)CC1 | 18.7% | 2.8% | 4.8 | 7.1% | -1.5% | -8.4% | -3.8%
CCSc1ccc([C@@H]2[C@@H]3C(=O)N(CC)C(=O)[C@@H]3[C@]3(C(=O)OC)CCCCN23)cc1 | 158.0%[activator] | -21.9% | -26.5 | x | -14.9% | -2.8% | -5.3%
COc1cccc(C(=O)OCC(=O)Nc2cc(C)on2)c1OC | -14.9% | x | 34.9 | x | -9.7% | 2.7% | x
CCOc1cccc(/C(O)=C2/C(=O)C(=O)N(CCN3CCOCC3)C2c2cccnc2)c1 (centres undefined) | -7.2% | -30.3% | -10.4 | 8.0% | 32.6%[activator] | 1.8% | -13.5%
c1ccc(-c2cnc(-c3ccccc3)nc2)cc1 | -16.9% | 4.0% | 10.2 | u | 25.1% | -0.7% | -3.4%
CC1(C)N=C(/C=N/O)C=[N+]1[O-] | -3.9% | 6.4% | 32.0 | 5.7% | 0.4% | -10.9% | 3.6%
CC(NC(=O)c1cccc(OC2CCN(C(=O)C3CC3)CC2)c1)c1ccc(F)cc1 (centres undefined) | 65.4%[activator] | 5.8% | -22.2 | 1.6% | -3.9% | -1.5% | -10.8%
O=C(NCc1ccccc1)c1ccccc1OCC(=O)N1CCCCC1 | -11.3% | 4.1% | 46.9 | -2.1% | 3.4% | -7.2% | -2.4%
O=S(=O)(Nc1ccncc1)c1ccccc1 | -3.8% | 3.2% | -14.7 | 1.8% | -12.3% | 1.3% | u

Whole records from above. Screens in order: AmpC no deterg, Sm TGR block, HCMV antiviral, LmPK inh, AMA1 RON2 block, TbPYK inhibitor, AmpC inh detg
Profile of O=C(CSc1ccc(Cl)cc1)N1N=CCC1c1ccccc1 (centres undefined) : -17.2%, 4.2%, u, 9.7%, 6.3%, -4.4%, -5.7%
Profile of CCCC(=O)Nc1nc(C)c(-c2csc(Nc3cc(OC)ccc3OC)n2)s1 : -12.3%, -24.3%, -24.3, 0.2%, 28.6%, -6.2%, -7.9%

Bioassay records (PubChem)
